Screens: PubChem, Broad Institute
GSK3A inh = blockers of GSK3A enzyme activity – biochemical, luminescence, cell-free homogeneous, HTS, primary screen; GSK-3 alpha kinase, ADP-Glo luminescence, 60 min; inhibition, % at 10 µM; hit rate 0.1% among 320,000; Glycogen synthase kinase-3 alpha (Homo sapiens), P49840;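 in the data active means inhibition above about 50%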;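 further: GST-tagged GSK-3 alpha with peptide substrate and 25 µM ATP; 0% = DMSO neutral wells and 100% = GW8510 positive control wells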
Target sequence (P49840 whole entry, looked up): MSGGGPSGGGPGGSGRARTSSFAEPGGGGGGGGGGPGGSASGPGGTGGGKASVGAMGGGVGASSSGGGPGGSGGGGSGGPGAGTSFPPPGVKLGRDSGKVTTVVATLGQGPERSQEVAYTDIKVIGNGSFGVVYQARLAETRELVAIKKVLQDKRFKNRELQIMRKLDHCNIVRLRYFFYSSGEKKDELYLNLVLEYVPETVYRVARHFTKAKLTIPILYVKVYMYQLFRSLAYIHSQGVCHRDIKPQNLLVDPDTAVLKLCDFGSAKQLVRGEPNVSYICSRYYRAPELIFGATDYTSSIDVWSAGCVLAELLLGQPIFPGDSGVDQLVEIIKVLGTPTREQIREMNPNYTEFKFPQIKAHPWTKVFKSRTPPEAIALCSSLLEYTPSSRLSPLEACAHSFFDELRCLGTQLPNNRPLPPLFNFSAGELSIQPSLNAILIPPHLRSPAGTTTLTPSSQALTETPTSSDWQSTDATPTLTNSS
Numbers without * were called inactive. This is a subset; count on the stated rates, not on these rows.

Molecule	GSK3A inh
CCNC(=O)NC(=O)CSc1ccc(S(=O)(=O)N2CCCCC2)cn1	-2
CN1CCN(c2ccc(NC(=O)c3ccc(-c4ccccc4F)o3)cc2)CC1	1
COc1cc(C(=O)NCC2CCCO2)cc(Br)c1OCc1ccccc1 (stereo not drawn)	-5
CCn1cnc2c(NCCc3cccnc3)nc(C#N)nc21	22
COc1ccccc1C1=CC(=O)C[C@H](c2ccc(F)cc2)C1	2
COc1ncc(-c2ccc3c(c2)S(=O)(=O)c2cccc(C(=O)O)c2C3=O)cn1	-1
Cc1ccc(C(=O)CCC(=O)Nc2ncccc2C)cc1	-1
COc1ccc([C@H]2CC(=O)C=C(c3cc(C=O)ccc3OC)C2)cc1OC	-1
C=CC[C@H](CC(=O)N(CCO)Cc1ccccc1)C(=O)NCCOC(=O)[C@@H](CC=C)Cc1ccc(F)cc1	-5
COc1cc(OC)c(N2CC(C(=O)NCCC3=CCCCC3)CC2=O)cc1Cl (stereo not drawn)	1
CCOC(=O)c1c(C)[nH]c(C(=O)OCC(=O)NCc2ccc(F)cc2)c1C	0
O=C(O)/C=C1\CCCc2ccccc2C1O (stereo not drawn)	-1
Cc1nc(SCC(=O)Nc2c(C)n(C)n(-c3ccccc3)c2=O)c(C#N)c(C)c1C	-4
O=C(CSc1ccccc1F)Nc1ccc2c(c1)OCO2	-3
CC[C@@H]1CCCCc2ccccc2[C@H](C(=O)C[C@@H](O)CC(C)=O)OC1=O	2
C=C1C[C@@]23CCC4[C@@](C)(CCC[C@@]4(C)C(=O)OC)C2CC[C@]1(OC(C)=O)C3 (stereo partly drawn)	0
Cc1cc(NC(=O)c2ccc(C#N)cc2)n(-c2ccccc2)n1	-2
C/C=C/C1=CC(=O)C[C@H](c2ccc3c(c2)OCO3)C1	1
O=C(COC(=O)c1cccnc1Cl)NCCCc1ccccc1	-1
COc1cccc(N2CCN(C(=O)CCNS(=O)(=O)c3ccc(F)c(F)c3)CC2)c1	2
O=C(NC(=O)c1ccccc1)C1=C(N2CCCC2)COC1=O	0
CN(C(=O)CSc1ccc2c(c1)OCCO2)c1ccccc1	12
COc1cccc(C(=O)Nc2cccc(S(=O)(=O)NC3=NCCC3)c2)c1	-6
COc1ccc(NC(=O)N(C)C[C@H]2Oc3ccc(NC(=O)c4ccncc4)cc3C(=O)N([C@H](C)CO)C[C@@H]2C)cc1	-2
COc1ccc(-c2nc(S(=O)(=O)c3ccccc3)c(NCCCN3CCOCC3)o2)cc1	-3
C[C@H](CO)N1C[C@H](C)[C@@H](CN(C)C(=O)NC2CCCCC2)Oc2ccc(NC(=O)Nc3ccc(C(F)(F)F)cc3)cc2C1=O	1
Cc1ccc(S(=O)(=O)N2CCOCC2)cc1C(=O)NC(C)CCc1ccccc1 (stereo not drawn)	-4
O=C(COC(=O)Cc1ccc(F)cc1)Nc1ccc(Cl)cn1	39
CCOc1cc(C(=O)OCC(=O)Nc2cccc(S(=O)(=O)NC3=NCCCCC3)c2)cc(OCC)c1OCC	-2
COc1ccccc1N1CCN(C(=O)C2CCCN(S(=O)(=O)c3ccc(C)cc3)C2)CC1 (stereo not drawn)	-21
Cc1nnc(SCC(=O)NCCC2=CCCCC2)[nH]c1=O	-1
Cc1ccc(NC(=O)COC(=O)CCC2CCCC2)c(Br)c1	-5
COC1(C2=NCCN2)COc2ccccc2O1 (stereo not drawn)	-4
Cn1cccc1C(=O)OCc1nc2ccccc2c(=O)[nH]1	1
COc1cc(SC)ccc1C(=O)OCC(=O)N1CC(=O)Nc2ccccc21	0
O=C1NC(Cc2ccccc2)c2nc3ccc(Br)cc3c(=O)n2-c2cc(Cl)ccc21 (stereo not drawn)	3
O=C(CSc1nc2nn(-c3ccccc3)c(=O)c-2c2n1CCCCC2)Nc1ccc(OC(F)F)cc1	2
COc1ccc(C(C)=O)cc1COC(=O)c1ccc2c(c1)OCCO2	0
CN(Cc1ccccc1)C(=O)c1nc[nH]c1C(=O)N1CCN(c2ccccc2)CC1	-4
COc1ccc(C=NOCC(=O)OCC(=O)Nc2ccc(OC)cc2)cc1	0

Single entries from above:
For GSK3A inh, COc1ccccc1C1=CC(=O)C[C@H](c2ccc(F)cc2)C1 has the entry 2
For GSK3A inh, COc1ncc(-c2ccc3c(c2)S(=O)(=O)c2cccc(C(=O)O)c2C3=O)cn1 has the entry -1

(continued)
Molecule	GSK3A inh
O=C(CN1C(=O)C(=O)N(C2CCCC2)C1=O)NCCc1ccc(F)cc1	-3
Cc1ccccc1-c1cc(C(=O)NCc2cccs2)nn1CC1CC(c2cccc([N+](=O)[O-])c2)=NO1 (stereo not drawn)	1
Cc1ccc2c(c1)[C@H]1[C@H](CO2)[C@H](c2ccccc2)[C@]2(C)C(=O)Nc3cc(F)c(F)cc3C(=O)N12	-1
CCCNC(=O)C(Cc1ccc(I)cc1)NC(=O)C1CC1 (stereo not drawn)	-1
C=CCC[C@H](Cc1ccc(F)cc1)C(=O)OC[C@@H](NC(=O)[C@H](CC=C)CC(=O)NCCO)c1ccccc1	5
O=C(NCCCN1CCCC1=O)C1CCN(S(=O)(=O)c2ccc(Cl)cc2)CC1	1
O=C(NCc1ccccn1)c1ccc(NS(=O)(=O)c2cccc([N+](=O)[O-])c2)cc1	-1
O=C(C[C@@H]1C/C=C\C[C@H](Cc2ccc(F)cc2)C(=O)OC[C@@H](Cc2c[nH]c3ccccc23)NC1=O)NCCO	1

(continued)
| structure | GSK3A inh |
| --- | --- |
| O=[N+]([O-])c1cc([N+](=O)[O-])c(Oc2cc(F)cc(F)c2)cc1NN1CCCCC1 | -16 |
| O=C(Nc1ccc(OC(F)(F)F)cc1)C1CC(=O)N(Cc2ccco2)C1 (stereo not drawn) | -2 |
| O=C(CN1CCN(c2ccccc2O)CC1)Nc1ccc2c(c1)OCCCO2 | 4 |
| C#CCOCCOCCOCCNc1nc(N2CCN(C(=O)[C@H](CCCN=C(N)N)n3cc(C(N)[C@@H](C)CC)nn3)CC2)nc(N2CCN(C(=O)[C@H](CC(N)=O)n3cc([C@@H](N)C(C)C)nn3)CC2)n1 (stereo partly drawn) | -4 |
| c1ccc(Cn2cc(-c3cccnc3)cn2)cc1 | -1 |
| Cc1cc(SCC(=O)N2CCCC2=O)nc2ccccc12 | 0 |
| NS(=O)(=O)c1cccc(NC(=O)COC(=O)/C=C/c2nc3ccccc3s2)c1 | -4 |
| COc1cccc(NC(=O)CN(C)C(C)C(=O)N2CCCC2)c1 (stereo not drawn) | 0 |
| O=C(OCCCc1cc2ccccc2c(=O)o1)c1ccc(C(F)(F)F)cc1 | -2 |
| O=C(Cn1cc(C(F)(F)F)cc(Cl)c1=O)Nc1cccc(S(=O)(=O)N2CCCCC2)c1 | -2 |
| Cc1ccc(S(=O)(=O)N2[C@@H](c3cccc(C)c3)C(C(=O)O)=C[C@H]2CC2CCCC2)cc1 | -7 |
| CCOC(=O)c1c(NC(=O)CN2C(=O)C(=O)N(C(C)C)C2=O)sc(C)c1CC | 0 |

Another view of four compounds above:
C#CCOCCOCCOCCNc1nc(N2CCN(C(=O)[C@H](CCCN=C(N)N)n3cc(C(N)[C@@H](C)CC)nn3)CC2)nc(N2CCN(C(=O)[C@H](CC(N)=O)n3cc([C@@H](N)C(C)C)nn3)CC2)n1 (stereo partly drawn)
  GSK3A inh: -4
c1ccc(Cn2cc(-c3cccnc3)cn2)cc1
  GSK3A inh: -1
Cc1cc(SCC(=O)N2CCCC2=O)nc2ccccc12
  GSK3A inh: 0
NS(=O)(=O)c1cccc(NC(=O)COC(=O)/C=C/c2nc3ccccc3s2)c1
  GSK3A inh: -4

New compounds follow.
| structure | GSK3A inh |
| --- | --- |
| CC(OC(=O)C1CCN(c2ccc(C(F)(F)F)cn2)CC1)C(=O)NC1CCCCC1C (stereo not drawn) | -3 |
| N#Cc1ccc(OCC(=O)NNC(=O)C2CCCCC2)cc1 | -2 |
| CCOC(=O)CCCCCC(=O)Nc1ccc2c(c1)CC(=O)N([C@@H](C)CO)C[C@H](C)[C@@H](CN(C)C(=O)Nc1ccc3c(c1)OCO3)O2 | -4 |
| O=C(COC(=O)c1ccc(Cl)c(S(=O)(=O)N2CCCCC2)c1)NCC1CCCCC1 | -1 |
| CCN(CC(=O)Nc1ccc(NC(C)=O)cc1)C(=O)c1cccc2ccccc12 | 2 |
| C/C=C(\C)C(=O)O[C@H](c1cc2ccc(=O)oc2cc1OC)[C@@H](O)C(C)(C)O | -1 |
| Nc1nnc(SCC(=O)Nc2cc(S(=O)(=O)N3CCOCC3)ccc2N2CCCC2)s1 | -4 |
| Cc1cc2nc(NCCCO)n(CC(=O)c3cc(C(C)(C)C)c(O)c(C(C)(C)C)c3)c2cc1C | -2 |
| CCCNC(=O)C(Cc1cccc(OC)c1)NC(=O)c1ccc(C#N)cc1 (stereo not drawn) | -3 |
| CCCOc1ccc(C(=O)CCC(=O)NNC(=O)c2cccs2)cc1 | -3 |
| CC(C)(C)c1ccc(C(=O)CCC(=O)NCc2ccccc2)cc1 | 10 |
| Cc1nc(NC(=O)COC(=O)CNC(=O)c2ccco2)c(Cl)cc1Cl | -1 |
| CCC(CO)Oc1cc(NC(=O)c2ccc(F)cc2)c2ncn(C(C)C)c2c1 (stereo not drawn) | -3 |
| CC(=O)C[C@@H](O)CC(=O)[C@H]1OC(=O)CCCCCCCCc2ccccc21 | -5 |
| CC(C)(CNCc1ccccc1)NS(=O)(=O)c1ccc(Cl)cc1 | -3 |
| CSCCC(NC(=O)c1cccc(C)c1)C(=O)NNC(=O)c1cccs1 (stereo not drawn) | 4 |
| COC(=O)c1c(C)[nH]c(C(=O)C(C)OC(=O)c2cnc(C)cn2)c1C (stereo not drawn) | -4 |
| CC(C)=CCC/C(C)=C/CNC(=O)CC1C[C@H](C(=O)N2CCOCC2)[C@@]2(C)c3[nH]c4ccccc4c3CCN2C1=O (stereo partly drawn) | 1 |
| COC(=O)[C@@]12CCCN1[C@H](c1ccc(SC3CCCCC3)cc1)[C@H]1C(=O)N(C)C(=O)[C@H]12 | -1 |
| CC1(CCc2ccccc2)NC(=O)N(CC(=O)Nc2c(F)cccc2F)C1=O (stereo not drawn) | -3 |
| CCOC(=O)C1=C(COC(=O)COc2cccc(C)c2C)NC(=O)NC1C (stereo not drawn) | 2 |
| COc1cc(-c2noc(C)c2C(=O)NCc2ccc(C)o2)cc(OC)c1OC | 1 |
| COCCCN(C(=O)C1CCCCC1)c1c(N)n(Cc2ccccc2)c(=O)[nH]c1=O | -5 |
| Cc1ccsc1C(=O)OCC(=O)N1C(C)CCCC1C (stereo not drawn) | 0 |
| O=C(CC1SC(N2CCOCC2)=NC1=O)Nc1ccccc1Cl (stereo not drawn) | -3 |
| COc1ccccc1C(=O)NCC(=O)N1CCN(c2ncccn2)CC1 | -1 |
| O=C(NC1CC1)c1ccc2c(c1)S(=O)(=O)c1cc(Cl)ccc1C2=O | -1 |
| COc1ccc(S(=O)(=O)N2CCN(CCOc3ccc(Br)cc3)CC2)cc1OC | -3 |
| Cc1ccc(NC(=O)COC(=O)CCc2c[nH]c3ccccc23)c(C)c1 | 3 |
| CSc1ncccc1C(=O)OCC(=O)c1cc(C)n(C)c1C | -4 |
| CC(C)CC(=O)OC(C)(C)[C@@H]1Cc2c(ccc3ccc(=O)oc23)O1 | -2 |
| C[C@H](CO)N1C[C@H](C)[C@@H](CN(C)S(=O)(=O)c2cn(C)cn2)Oc2ccc(NC(=O)Cc3ccccc3)cc2C1=O | -1 |
| C=CCn1c(SCC(=O)NC2CC2)nc2ccccc2c1=O | -4 |
| Cc1ccc(NS(=O)(=O)c2cccc(C(=O)N3CCN(C(=O)c4ccco4)CC3)c2)cc1 | 0 |
| CC(=O)Nc1ccc(S(=O)(=O)Nc2ccc(-n3cnnn3)cc2)cc1 | -1 |
| CC1(C)C[C@H]2C3=CCC4[C@@]5(C)CC[C@H](O[C@@H]6O[C@H](C(=O)O)[C@@H](O)[C@H](O)[C@H]6O)[C@@](C)(CO)C5CC[C@@]4(C)[C@]3(C)C[C@H](O)[C@@]2(CO)[C@@H](O)[C@@H]1O (stereo partly drawn) | -2 |
| CCN(c1ccccc1)S(=O)(=O)c1cccc(C(=O)NCCN2CCOCC2)c1 | -3 |
| O=C(Cn1nc(C(=O)O)c2ccccc2c1=O)Nc1cc(Cl)ccc1-n1cncn1 | 4 |
| COc1ccc(/C=C/C(=O)OCC(=O)NC2CCCC2)c(OC)c1 | 1 |
| NC(=O)C1CCN(c2nc(-c3ccc(F)cc3)cs2)CC1 | -1 |
| Cc1cnc(NC(=O)C2CC(=O)N(c3ccc4c(c3)OCCO4)C2)s1 (stereo not drawn) | 50* |
| CCOc1ccc(S(=O)(=O)N2CCCCC2)cc1NC(=O)Cc1ccsc1 | 0 |
| CC1CC(C)CN(C(=O)COC(=O)c2ccc(N3CCCC3=O)cc2)C1 (stereo not drawn) | 0 |
| CC(=O)c1ccc(-c2csc(N3CCC(C(N)=O)CC3)n2)cc1 | 1 |
| COc1ccc(S(=O)(=O)N2CCCCC2)cc1NS(=O)(=O)c1ccccc1 | -3 |
| CCC(C)(C)C1CCc2[nH]nc(C(=O)O)c2C1 (stereo not drawn) | -4 |
| CC(C)(C)OC(=O)N[C@H](C(=O)OC(C)(C)C)c1ccc(Br)cc1 | -4 |
| Cc1cccc(NC(=O)c2ccc(OCc3c(C)noc3C)cc2)n1 | -1 |

Shown as a hit in GSK3A inh, among the entries above:
| structure | GSK3A inh |
| --- | --- |
| Cc1cnc(NC(=O)C2CC(=O)N(c3ccc4c(c3)OCCO4)C2)s1 (stereo not drawn) | 50* |

The list goes on:
| structure | GSK3A inh |
| --- | --- |
| CCOC(=O)c1c(C)[nH]c(C(=O)OCC(=O)Nc2ccc(Cl)cn2)c1C | 0 |
| COc1ccc(S(=O)(=O)N2CCN(C(=O)C3CC3)CC2)cc1Br | 0 |
| C1=C(c2cc3ccccc3cn2)CCCC1 | 0 |
| Cc1csc(=O)n1CC(=O)OCC(=O)NC(C)c1ccc(F)cc1 (stereo not drawn) | -19 |
| CC(=O)c1ccc([N+](=O)[O-])cc1 | 0 |
| CCOc1ccc(S(=O)(=O)Nc2cc(S(=O)(=O)N3CCOCC3)ccc2OC)cc1 | 0 |
| O=C(NC1=NCCS1)C1CCN(S(=O)(=O)c2ccc(Cl)cc2)CC1 | -4 |
| Cc1c(Cl)cnc(NC(=O)COC(=O)C2CC3CCCC(C2)C3=O)c1Cl (stereo not drawn) | -8 |
